S1P3 agonist: S1P3 (human) receptor agonism; Q99500; S1P3 NFAT-BLA reporter cells, FRET ratio; relative to 1 µM S1P, basal subtracted; activation, % at 4.5 µM; 60,000 compounds, 0.1% hits; AID 373;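 active = activation above the screen-wide mean plus 3 SD, cut at about 4.5% in these data, passing the limit was not always enough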; also: some compounds called inactive have numbers as strong as hits
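Benchmarks: high control 1 µM S1P / System: stable CHO line with human S1P3, Gα16, NFAT-BLA reporter / Dosing: single compound concentration, 4.5 µM final / Timing: 4 h compound at 37 °C, 2 h substrate at RT / Measured by: FRET β-lactamase substrate fluorescence, excitation 405 nm, 460/535 nm emission ratio, background-subtracted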
HTR1E antagonist: blocks the human 5-HT1E serotonin receptor | inhibition, % at 6 µM | P28566 | 65,000 compounds, 0.99% hits | CHO 5-HT1E Ga15 NFAT-bla reporter, FRET, antagonist;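 active = inhibition above a set limit, the mean inhibition across every tested compound plus 3 SD, cut at about 29% in these data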;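 also: signal is the 460 over 535 nm emission ratio of beta-lactamase substrate; 0% = agonist plus DMSO wells and 100% = wells without agonist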
Target sequence (P28566 whole entry, looked up): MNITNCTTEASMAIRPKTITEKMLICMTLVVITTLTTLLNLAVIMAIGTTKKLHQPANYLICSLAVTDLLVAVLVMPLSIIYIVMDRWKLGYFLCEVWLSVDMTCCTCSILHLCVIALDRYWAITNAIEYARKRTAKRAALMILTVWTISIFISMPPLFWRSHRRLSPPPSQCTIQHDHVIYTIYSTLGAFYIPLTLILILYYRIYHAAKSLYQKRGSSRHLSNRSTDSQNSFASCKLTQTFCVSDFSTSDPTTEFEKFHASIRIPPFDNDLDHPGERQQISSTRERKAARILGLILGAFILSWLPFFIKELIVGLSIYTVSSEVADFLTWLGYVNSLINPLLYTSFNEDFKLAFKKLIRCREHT
5HT1a antag: antagonists of human 5-HT1a serotonin receptor; CHO 5-HT1a Ga15 NFAT-bla reporter, antagonist mode; inhibition, % at 10 µM; 62,000 compounds, 0.68% hits;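 active = inhibition above the mean of all tested compounds plus 3 SD, cut at about 43% in these data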;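 also: receptor stimulated by 5-CT agonist at 100 nM near EC80; beta-lactamase reporter measured by ratiometric fluorescence of a cleavable substrate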
Target sequence (P08908 whole entry, looked up): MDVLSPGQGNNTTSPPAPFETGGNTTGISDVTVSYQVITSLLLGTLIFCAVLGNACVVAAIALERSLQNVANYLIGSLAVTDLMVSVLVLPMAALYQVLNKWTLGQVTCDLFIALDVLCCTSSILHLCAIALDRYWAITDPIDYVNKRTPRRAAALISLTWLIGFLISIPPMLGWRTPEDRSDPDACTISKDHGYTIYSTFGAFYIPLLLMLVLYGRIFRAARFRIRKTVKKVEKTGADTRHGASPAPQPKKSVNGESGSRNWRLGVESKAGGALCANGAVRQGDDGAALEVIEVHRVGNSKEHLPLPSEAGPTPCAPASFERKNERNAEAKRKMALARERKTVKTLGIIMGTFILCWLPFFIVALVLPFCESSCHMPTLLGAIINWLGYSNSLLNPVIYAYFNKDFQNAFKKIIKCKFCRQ
HTR1E agonist: activates the human 5-HT1E serotonin receptor; P28566; CHO 5-HT1E Ga15 NFAT-bla reporter, FRET; 0% DMSO wells, 100% control agonist wells; activation, % at 6 µM; 65,000 compounds, 0.69% hits; AID 574;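 active = activation above a set limit, the screen-wide mean activation plus 3 SD, cut at about 8.5% in these data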;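 also: 100% = positive control agonist at 1 µM giving full maximal response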
5HT1a ag: agonists of human 5-HT1a serotonin receptor | activation, % at 10 µM | AID 567 | P08908 | 65,000 compounds, 0.56% hits | CHO 5-HT1a Ga15 NFAT-bla reporter, FRET ratio; 0% basal, 100% maximal reference agonist;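 active = activation above the screen-wide mean activation plus 3 SD, cut at about 19% in these data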;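 also: 0% = DMSO wells and 100% = 5-CT at EC100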
Jurkat tox 60K: reduces viability or proliferation of Jurkat cells; Jurkat E6.1 viability, ATP luminescence, 48 h; 56,000 compounds, 1.2% hits; inhibition, % at 4 µM;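 active = inhibition above the mean inhibition of all tested compounds plus 3 SD, cut at about 28% in these data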
S1P1 ag pot: S1P1 (human) agonism or agonism potentiation; P21453; S1P1 CRE-bla cells, forskolin, beta-lactamase FRET, potentiator mode; S1P1 agonist co-added at EC20, 2 nM; 100% = saturating reference agonist, 0% = basal; activation, % at 9.5 µM; 56,000 compounds, 0.57% hits; AID 449;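 active = activation above a cutoff set at the mean activation of all tested compounds plus 3 SD, cut at about 54% in these data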;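 also: forskolin at 4 µM as EC80 and the EC20 agonist is SEW2871; 100% = SEW2871 at its EC100 plus forskolin at EC80; some compounds past the cut are filed as inactive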
M1 ag: M1 muscarinic receptor agonism. B-score at 10 µM. AID 626. 64,000 compounds, 3% hits. CHO-M1 cells, Fluo-4 calcium fluorescence, agonist mode; hits give high values;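 active = fluorescence rise, raw or as B-score row- and column-corrected plate score, outside the 99.7% band of its plate's samples, either direction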
M1 antag: antagonists of rat M1 muscarinic receptor | P08482 | CHO-M1 cells, Fluo-4 calcium, ACh EC80 antagonist mode; hits give low values | B-score at 10 µM | 64,000 compounds, 3.4% hits;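 active = calcium fluorescence response, raw or row-and-column corrected B-score, differing from the plate sample mean either way at a set confidence level, mostly lower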
An asterisk follows results filed as active; nt = not tested or not shown. An unsorted share of the library; any-hit rate near 8.9%.

SMILES | S1P3 agonist | HTR1E antagonist | 5HT1a antag | HTR1E agonist | 5HT1a ag | Jurkat tox 60K | S1P1 ag pot | M1 ag | M1 antag
Cc1cccc(NC2SC(=O)N(c3ccccc3)C2=O)c1 (configuration not stated) | -0.4 | 7 | 11 | 0.8 | -2.9 | -4 | -24 | 0.094 | -0.00027
Fc1ccc(C2CC(c3ccccc3)Nc3ncnn32)cc1 (configuration not stated) | 0.5 | -3 | -13 | 0.8 | 0.7 | 6 | -7 | -0.51 | 0.42
COC(=O)c1c(C)n(-c2ccc(OC)cc2)c2ccc(O)cc12 | -1.1 | 6 | 35 | -0.2 | -0.2 | 3 | 66* | 0.12 | -0.84
CCN1CCN(C(=O)Cn2ncc3c2-c2ccccc2OC3)CC1 | -1.2 | -9 | -2 | 0.1 | -1.0 | -2 | 15 | 0.15 | -2.6
CCc1cc2c(NCCO)ncnc2s1 | -0.7 | -2 | -2 | 0.5 | -1.0 | 5 | -15 | 0.87 | -0.66
O=C(CSc1nnc(-c2ccc(S(=O)(=O)N3CCCC3)cc2)o1)NCc1ccco1 | -1.4 | 1 | 12 | -0.4 | -3.7 | 4 | 7 | -0.13 | -0.51
COc1ccccc1S(=O)(=O)Cc1ccc(C(=O)N2CCCC2)o1 | -0.7 | 5 | -6 | 3.1 | 0.0 | 2 | -5 | -0.99 | 0.21
OC[C@H]1O[C@@H](n2cnc3c(NC4CCCC4)ncnc32)[C@H](O)[C@@H]1O | -2.3 | -4 | nt | -0.3 | -0.4 | nt | -3 | -0.16 | 0.18
O=C(CCN1CCN(c2ccccc2F)CC1)c1ccc(Br)cc1 | 2.8 | 3 | 7 | 34* | 1.4 | -5 | -2 | 0.14 | -1.9
Cc1ccc(-c2nnc(CSc3nncn3N)o2)cc1 | 0.5 | -9 | -5 | 0.1 | 1.2 | 5 | -8 | 0.5 | -0.97
COc1ccc(N2C(=O)CCC(C(=O)N3CCCCCC3)C2c2ccc(OC)c(OC)c2)cc1 (configuration not stated) | nt | -1 | -1 | -1.3 | -0.1 | nt | nt | 2.5 | -0.47
COc1ccccc1-c1nn2c(-c3ccco3)nnc2s1 | -1.5 | 10 | nt | -0.6 | 0.9 | nt | -5 | 2.7 | -0.86
O=C(COC(=O)c1cc[n+]([O-])cc1)Nc1ccc2c(c1)OCCO2 | -0.6 | 3 | -2 | 0.1 | -2.4 | -1 | -15 | 0.21 | -0.08
COc1ccc(Cn2c(SCC(=O)NCc3ccco3)nc3ccsc3c2=O)cc1 | nt | 3 | 26 | -0.6 | -1.7 | nt | nt | 0.32 | 0.0047
CC1=C(C(=O)Nc2ccccc2)C(c2ccc3c(c2)OCO3)C2=C(CCCC2=O)N1 (configuration not stated) | -2.1 | -8 | 0 | 0.2 | -1.3 | 0 | -1 | -0.81 | 0.78
COc1ccc(N2CCN(Cc3cc(=O)oc4cc(C)c(Cl)c(C)c34)CC2)cc1 | -1.1 | 6 | -1 | 0.0 | 0.8 | 8 | -10 | 0.58 | 0.09
O=C(COc1ccccc1)N1CCN(c2nnc(-c3ccccc3)c3ccccc23)CC1 | -1.0 | -2 | -10 | 1.0 | 3.1 | 1 | 17 | 0.0045 | -0.45
CCC(Sc1nc2sc(C(=O)OC)c(C)c2c(=O)n1N)C(=O)NCC1CCCO1 (configuration not stated) | nt | -11 | -1 | -0.1 | 1.0 | nt | nt | 0.28 | -0.0098
O=C(OCc1nc2ccccc2c(=O)[nH]1)c1cccs1 | 0.7 | 5 | -8 | -0.3 | -2.1 | -6 | -10 | -0.55 | -0.026
N#Cc1c(NC(=O)CSC2=NCCS2)sc2c1CCCC2 | -1.2 | 15 | 11 | -1.6 | -2.8 | 2 | -3 | -0.36 | 0.0088
O=C(CN1C(=O)C2C3C=CC(C3)C2C1=O)NCc1ccc2c(c1)OCO2 (configuration not stated) | 0.5 | -2 | -13 | -0.1 | 0.6 | -4 | 11 | 1.2 | 0.12
NC(=O)C1(N2CCCCC2)CCN(C(=O)CSc2nc3ccccc3o2)CC1 | -1.0 | 9 | 2 | -0.6 | -0.8 | 4 | -3 | 0.42 | 0.59
Fc1ccc(-c2cc(C(F)(F)F)nc(-n3cncn3)n2)cc1 | -0.5 | -5 | -5 | -1.3 | -4.3 | 4 | 3 | -1.2 | 0.016
CCc1nnc(NC(=O)CSc2nccn2-c2cccc(C)c2C)s1 | -1.9 | -2 | 11 | 1.0 | 1.3 | 32 | 51 | -0.78 | -1.4
CCOC(=O)N1CCN(c2c(-c3ccc(C)cc3)c(=O)c2=O)CC1 | -0.8 | 11 | 0 | -0.5 | -2.7 | 2 | 12 | 1.6 | -1.3
Cc1ccc2cc(C(c3nnnn3C3CCCC3)N(Cc3cccnc3)Cc3ccco3)c(=O)[nH]c2c1 (configuration not stated) | -0.7 | 19 | 8 | 0.0 | -2.9 | 4 | 3 | -0.18 | -0.18
CCCCN(CC)C(=O)C1CCC(=O)N(c2ccc(OC)cc2)C1c1ccc(OC)c(OC)c1 (configuration not stated) | nt | 4 | -10 | -0.2 | -1.0 | nt | nt | 0.52 | 0
Cc1ccc(-n2c(SCC(=O)Nc3ccc4c(c3)OCCO4)nnc2-c2ccco2)cc1 | 0.1 | 7 | 4 | 0.3 | 4.8 | -7 | nt | -0.43 | -0.35
O=C1[C@@H]2CSCN2C(=O)CN1CCc1cccc(F)c1 | -0.3 | -11 | 0 | 0.1 | -3.4 | 2 | -15 | -0.35 | -0.34
CCC(=O)N1CCN=C1SCc1ccc(F)cc1 | -0.3 | -5 | 1 | 0.3 | -0.5 | -9 | -15 | -1.5 | -1.5
CN(C)S(=O)(=O)N1CCCN(S(=O)(=O)N(C)C)CC1 | 0.6 | -3 | -11 | -0.4 | 2.2 | -5 | 0 | 0.2 | 0.69
CCN1CCCC1CN(Cc1cc2cc(C)cc(C)c2[nH]c1=O)C(=O)Nc1ccccc1OC (configuration not stated) | -1.2 | -3 | -3 | -0.9 | 0.5 | 13 | 5 | -1.1 | -0.052
CN1/C(=C\C(=O)c2ccco2)C(C)(C)c2ccccc21 | 1.6 | 6 | 19 | 1.2 | 3.7 | 26 | 26 | 0.044 | 0.054
Cn1cc(SCC(=O)NCc2ccc3c(c2)OCO3)c2ccccc21 | -1.5 | 6 | 22 | -0.1 | -3.2 | 3 | 2 | 0.85 | 0.7
Cc1onc(-c2ccccc2)c1C(=O)Nc1cccc2nsnc12 | -0.8 | 10 | 4 | 0.8 | 18 | -1 | -25 | 0 | -0.17
CCOc1ccccc1C(=O)Nc1ccccc1O | -0.2 | 2 | -3 | -0.5 | 0.6 | -1 | nt | 1.1 | -0.14
CCOC(=O)C1CCN(S(=O)(=O)Cc2ccc(Cl)cc2)CC1 | -0.3 | 0 | 6 | -0.3 | -3.3 | 2 | 2 | -0.95 | 0.42
Cn1c(=O)c2c(nc(Br)n2CCSc2nnnn2-c2ccccc2)n(C)c1=O | -0.7 | 12 | -5 | 0.4 | 0.9 | -5 | 15 | -0.3 | 0.042
COc1ccc(S(=O)(=O)N2CCC(C(=O)N3CCN(c4ccccc4OC)CC3)CC2)cc1 | nt | -3 | -10 | 1.3 | -0.1 | nt | nt | -0.49 | -0.61
Cc1cccc(-c2nsc(SCC(=O)Nc3nccs3)n2)c1 | -0.5 | 2 | -2 | 1.1 | -1.2 | -2 | 10 | 0.099 | 1.2
C=C(C)C1CC=C(CN2CCC(C(=O)OCC)CC2)CC1 (configuration not stated) | -0.7 | -6 | -5 | 1.0 | -1.8 | -5 | -9 | 4.2 | -3.7*
COCCN(CCOC)C(=O)c1cc2sc3ccccc3c2s1 | nt | -1 | 14 | 0.8 | -2.1 | nt | nt | 0.54 | 0.15
O=C(NCc1ccco1)C(c1cccs1)N(C(=O)C1COc2ccccc2O1)c1cccc(O)c1 (configuration not stated) | -1.0 | -4 | 16 | -0.5 | -3.1 | 4 | 9 | 2.2 | -1.6
Nc1ccc2oc(-c3ccccc3Cl)nc2c1 | -1.8 | -5 | nt | 0.1 | -2.9 | nt | 2 | -0.06 | 0.22
COc1ccc(C(c2sc3ncnn3c2O)N2CC(C)OC(C)C2)cc1OC (configuration not stated) | -0.3 | 8 | 4 | -0.5 | -1.1 | -4 | -9 | 0.18 | 0.34
COc1ccc(NC(=O)CN(C2CCCCC2)S(C)(=O)=O)cc1OC | -0.2 | -7 | -13 | -0.7 | -2.2 | 1 | -44 | 0.029 | 1.2
CCC(Oc1ccccc1)C(=O)Nc1ccc(-c2nnc(-c3ccco3)o2)cc1 (configuration not stated) | -0.9 | 21 | -14 | -0.1 | -1.6 | -3 | 1 | -0.029 | 1.2
CC(O)c1cccc(NC2=CC(=O)CC(C)(C)C2)c1 (configuration not stated) | -0.9 | -8 | 6 | -0.4 | 0.4 | -3 | -5 | 0.38 | 0.077
Cc1ccc(N(CC(=O)N2CCN(c3ccc(F)cc3)CC2)S(=O)(=O)c2c(C)nn(C)c2C)cc1 | -1.7 | -5 | -8 | 0.6 | -2.6 | 1 | 3 | 0.47 | 0.049
CCC(=O)Nc1c(C#N)c2nc3ccccc3nc2n1C1CCCCC1 | 0.5 | -5 | nt | 2.8 | 9.6 | nt | -25 | -1.7 | -0.65
Cc1cccc(C)c1NC(=O)C(c1ccccc1)N1CCC2(CC1)OCCO2 (configuration not stated) | -1.1 | 4 | -4 | 0.0 | -2.7 | 12 | 1 | 0.38 | 0.71
CCCSC1=C(C#N)C(c2ccc(OC)cc2)C2=C(CC(C)(C)CC2=O)N1 (configuration not stated) | -0.3 | 50* | nt | 0.9 | -0.9 | nt | -4 | 0.37 | -0.39
CCOc1cc(CN2CCSCC2)ccc1O | -0.4 | -5 | -2 | -0.5 | -1.2 | 3 | -11 | nt | nt
O=C(NC12CC3CC(CC(C3)C1)C2)c1ccc(S(=O)(=O)N2CCOCC2)cc1 | nt | -10 | 1 | 0.8 | -0.4 | nt | nt | -1.2 | 0.05
c1ccc(CC2CCN(c3nnnn3-c3ccccc3)CC2)cc1 | -1.0 | 32* | 8 | -0.8 | -0.8 | -2 | 24 | 0.59 | -0.88
CCN1C(=O)/C(=C2\C=Cc3ccccc3N2CC)OC1=S | -1.1 | -6 | -1 | 0.3 | 0.3 | -6 | 7 | -0.06 | 0.14
CCOc1ccc(CCNS(=O)(=O)c2cccc3nsnc23)cc1OCC | -1.0 | 8 | -2 | -0.3 | -1.9 | 0 | -16 | 0.43 | 0.28
COc1ccc(CN(C)CCc2ccccn2)cc1OC | -0.2 | 0 | -2 | 0.4 | -0.9 | -2 | -26 | -1.1 | -0.47
Cn1c(=O)c2c(SCC(=O)N3CCCc4ccccc43)nc(CC(C)(C)C)nc2n(C)c1=O | 1.0 | -15 | -14 | 1.1 | 2.0 | -12 | -9 | -0.17 | -0.37

Compound profiles, as listed above:
c1ccc(CC2CCN(c3nnnn3-c3ccccc3)CC2)cc1 reads S1P3 agonist = -1.0; HTR1E antagonist = 32*; 5HT1a antag = 8; HTR1E agonist = -0.8; 5HT1a ag = -0.8; Jurkat tox 60K = -2; S1P1 ag pot = 24; M1 ag = 0.59; M1 antag = -0.88
COc1ccc(CN(C)CCc2ccccn2)cc1OC reads S1P3 agonist = -0.2; HTR1E antagonist = 0; 5HT1a antag = -2; HTR1E agonist = 0.4; 5HT1a ag = -0.9; Jurkat tox 60K = -2; S1P1 ag pot = -26; M1 ag = -1.1; M1 antag = -0.47
